GC-A act: GC-A stimulated cGMP production enhancers – HEK293 GC-A cells, cGMP TR-FRET, EC30 ANP, primary screen | Atrial natriuretic peptide receptor 1 (Homo sapiens), P16066 | 0% at EC30 ANP, 100% saturating ANP | activation, % at 10 µM | 370,000 tested, 0.14% active; in the data active means activation above about 40%
ASAP1 GAP inh: inhibitors of human ASAP1 ArfGAP activity, primary screen, biochemical, fluorescence polarization | 360,000 tested, 0.19% active | ASAP1-stimulated ARF1 GTP hydrolysis, GDP FP detection | inhibition, % at 16.5 µM | Arf-GAP with SH3 domain, ANK repeat and PH domain-containing protein 1 (Homo sapiens), …; in the data active means inhibition above about 25%;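 further: 0% = vehicle with enzyme and substrate and 100% = no enzyme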
GC-B act: human GC-B receptor activators, primary screen, HEK293 GC-B cells, cGMP TR-FRET, EC30 CNP; 0% at EC30 CNP, 100% saturating CNP; 370,000 tested, 0.11% active; Atrial natriuretic peptide receptor 2 (Homo sapiens), P20594; activation, % at 10 µM;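 active means activation at 10 µM reaching about 35% in either raw or pattern-adjusted values, limit read from the data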
KLK7 zymogen act: proKLK7 zymogen activators, primary screen, biochemical, fluorescence intensity | Kallikrein-7 (Homo sapiens), P49862 | purified proKLK7, EDANS-DABCYL substrate fluorescence; 100% is mature enzyme control, 0% vehicle | activation, % at 7 µM | 370,000 tested, 0.9% active;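 active means activation above the mean of all tested compounds plus 3 SD, computed per campaign excluding outliers beyond control limits, cut at about 13% in these data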
sPLA2-III inh: human group III sPLA2 inhibitors, primary screen, biochemical, QFRET, BODIPY PC-A2 liposome substrate; Group 3 secretory phospholipase A2 (Homo sapiens), Q9NZ20; QFRET BODIPY PC-A2 liposome hydrolysis, fluorescence; inhibition, % at 12.2 µM; 370,000 tested, 0.56% active; AID 743126, 2013;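 active means inhibition above mean plus 3 SD of compounds lying within the high and low control bounds, cut at about 19% in these data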;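 further: 0% = median of test compound wells and 100% = no enzyme DMSO wells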
Target sequence (Q9NZ20 whole entry, looked up): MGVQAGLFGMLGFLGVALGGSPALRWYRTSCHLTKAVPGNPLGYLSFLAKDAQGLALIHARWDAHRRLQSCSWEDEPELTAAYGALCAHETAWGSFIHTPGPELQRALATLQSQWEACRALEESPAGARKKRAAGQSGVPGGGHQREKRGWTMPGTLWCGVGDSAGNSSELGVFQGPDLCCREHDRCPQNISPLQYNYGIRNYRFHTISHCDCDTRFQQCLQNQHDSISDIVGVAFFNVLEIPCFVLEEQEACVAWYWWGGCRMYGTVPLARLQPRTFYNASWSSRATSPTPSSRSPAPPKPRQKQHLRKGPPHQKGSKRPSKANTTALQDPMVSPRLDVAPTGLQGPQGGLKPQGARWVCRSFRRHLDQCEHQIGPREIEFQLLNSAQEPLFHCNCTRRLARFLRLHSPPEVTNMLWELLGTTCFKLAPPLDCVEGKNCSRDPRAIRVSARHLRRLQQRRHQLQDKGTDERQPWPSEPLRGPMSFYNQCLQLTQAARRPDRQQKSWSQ
rCAG RNA binder: binders of r(CAG) RNA repeats, primary screen, biochemical, fluorescence | r(CAG) RNA repeat, TO-PRO-1 dye displacement fluorescence | inhibition, % at 3 µM | 370,000 tested, 1.3% active;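 active means inhibition above the plate cutoff, the mean of all test compounds on that plate plus 3 SD, cut at about 35% in these data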;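 further: 0% = DMSO alone and 100% = 100 µM mitoxantrone as full dye displacement; higher means more dye released from RNA so lower well fluorescence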
ARFGAP1 inh: inhibitors of rat ARFGAP1 GAP activity, primary screen, biochemical, fluorescence polarization, GDP tracer | Arfgap1-stimulated ARF1 GTP hydrolysis, GDP FP detection | ADP-ribosylation factor GTPase-activating protein 1 (Rattus norvegicus), Q62848 | inhibition, % at 16.5 µM | 360,000 tested, 0.26% active;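 active means inhibition above a per-plate limit, mean inhibition of low control wells plus 3 SD, cut at about 25% in these data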;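 further: 0% = DMSO wells with enzyme and 100% = wells lacking Arfgap1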
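System: truncated rat Arfgap1 GAP domain / Benchmarks: high control wells lacking Arfgap1, low control full reaction with DMSO / Times: compound-enzyme preincubation 20 min, reaction 120 min, detection 60 min, 25 °C / Repeats: one replicate per compound / Also added: human ARF1(Δ1-17)-GTP substrate / Measured by: Tracer-displacement fluorescence polarization with EDTA stop, 620/688 nm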
FXN GAA850 act: FXN promoter activators, primary screen, cell-based, luciferase luminescence, HEK293 lucGAA850. HEK293 lucGAA850 FXN promoter luciferase reporter, 24 h; percent of 10 µM SAHA response. activation, % at 6 µM. 360,000 tested, 0.56% active. AID 540364, 2011;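 active means activation above the average of all compounds screened plus 3 SD, cutoff fixed separately per campaign, cut at about 7.5% in these data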;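 further: 0% = DMSO wells and 100% = 10 µM SAHA wells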
ADAM10 inh: human ADAM10 inhibitors, primary screen, biochemical, QFRET, HTS; Disintegrin and metalloproteinase domain-containing protein 10 (Homo sapiens), O14672; recombinant ADAM10, EDANS/DABCYL FRET peptide cleavage, 3 h; inhibition, % at 7 µM; 370,000 tested, 0.62% active; AID 720582, 2013;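 active means inhibition above a per-campaign cutoff equal to the mean of compounds falling between control-based bounds plus 3 SD, cut at about 20% in these data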;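 further: 0% = DMSO wells while the 100% control is not disclosed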
Target sequence (O14672 214-748 limits assumed): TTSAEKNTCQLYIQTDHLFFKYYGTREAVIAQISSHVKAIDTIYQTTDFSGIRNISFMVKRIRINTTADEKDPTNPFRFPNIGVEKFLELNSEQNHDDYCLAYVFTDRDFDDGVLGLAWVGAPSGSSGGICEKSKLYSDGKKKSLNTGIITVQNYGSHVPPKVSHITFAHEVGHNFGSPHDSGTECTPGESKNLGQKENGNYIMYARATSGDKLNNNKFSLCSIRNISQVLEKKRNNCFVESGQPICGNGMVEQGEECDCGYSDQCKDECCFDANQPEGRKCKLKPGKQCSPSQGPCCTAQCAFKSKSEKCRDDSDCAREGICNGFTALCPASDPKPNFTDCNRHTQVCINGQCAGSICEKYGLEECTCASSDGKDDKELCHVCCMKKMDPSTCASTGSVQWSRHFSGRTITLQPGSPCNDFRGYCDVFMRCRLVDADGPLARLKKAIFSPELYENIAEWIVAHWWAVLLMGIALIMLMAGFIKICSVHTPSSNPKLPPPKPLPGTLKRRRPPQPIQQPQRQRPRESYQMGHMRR
DDE Tn6 FP inh: inhibitors of Tn6 peptide binding to fibrin DD(E), primary screen, biochemical, fluorescence polarization, human fibrin, Tn6 probe. Fibrin DD(E) TRITC-Tn6 fluorescence polarization displacement. inhibition, % at 8.3 µM. 370,000 tested, 0.21% active;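 active means inhibition above a per-campaign cutoff: mean of compounds within control limits plus 3 SD, cut at about 15% in these data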;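 further: 0% = median of all compound wells on the plate and 100% = blocking peptide control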
* hit, by the source's call; i = inactive; . = not tested or not shown. Rows are unselected, and some 4.5% of all compounds hit somewhere here.

SMILES	GC-A act	ASAP1 GAP inh	GC-B act	KLK7 zymogen act	sPLA2-III inh	rCAG RNA binder	ARFGAP1 inh	FXN GAA850 act	ADAM10 inh	DDE Tn6 FP inh
CCCCCCN1CCN(C2CN(Cc3cn(Cc4ccc(C)cc4)nn3)S(=O)(=O)C2)CC1 (stereo not given)	0	4	-3	0.0	-15	-1	-4	.	9	2
O=C(CC1OC(=O)c2ccccc21)Nc1cc(Cl)ccc1N1CCCC1 (stereo not given)	-20	-3	-20	-0.2	5	-7	2	-1.1	2	1
CC(=O)c1cccc(Nc2cc(C)nc3ccccc23)c1	9	-11	2	-0.1	-9	0	-6	-0.8	-2	-3
Cn1c(-c2ccc(Cl)cc2)ccc(C#N)c1=O	-8	-7	-7	-0.2	0	0	-8	-1.6	-11	1
COc1ccc(O)c(C(=O)c2cc(C#N)c(=O)n(CC3CCCO3)c2)c1 (stereo not given)	1	-5	-3	2.5	3	7	-1	3.1	-24	5
COCCOC(=O)C1=C(C)NC2=C(C(=O)CCC2)C1c1cc2c(cc1Br)OCO2 (stereo not given)	-5	13	-5	-39	5	0	14	-1.6	-156	-8
CCCOc1c(OC)cccc1C1CC(=O)Nc2cc(OC)c(OC)c(OC)c21 (stereo not given)	-1	-18	-8	-0.4	-15	-9	11	3.9	6	7
N#Cc1ccccc1NC(=O)COc1ccc2c(c1)OCO2	1	2	-4	0.0	0	3	-3	3.8	-5	-2
CN(CC(=O)Nc1ccccc1Cl)C(=O)COC(=O)c1cnccn1	2	2	2	-0.3	2	1	11	-0.2	1	5
COCCSc1nnc(NC(=O)C2CC(=O)N(c3ccccc3)C2)s1 (stereo not given)	-4	-11	-2	0.2	1	-2	-5	-0.3	-3	-4
CCOc1ccc(S(=O)(=O)N2CCC(C(=O)N3CCCC3)CC2)cc1C	5	-4	5	-0.5	-2	-3	3	0.6	-5	-11
c1ccc2sc(NCC3CCCO3)nc2c1 (stereo not given)	4	-1	-2	-0.2	2	0	2	5.0	2	-6
CCOC(=O)c1ccccc1NC(=O)Cc1c(C(=O)O)n(C)c2ccccc12	1	3	3	0.1	-14	37*	-3	-0.4	5	-1
O=C(COc1ccc(Cl)cc1)Nc1ccc2c(c1)CCC2	1	-7	-3	0.2	1	1	30*	1.5	-1	0
CC(=O)c1cccc(NC(=O)CSc2nnc(C(C)N(C)C)n2-c2ccc(F)cc2)c1 (stereo not given)	-4	-5	-3	-0.1	7	1	6	-1.1	-4	1
C[C@H]1[C@@H](NS(=O)(=O)c2ccccc2[N+](=O)[O-])CC[C@@]23CCCN2C(=O)CCC[C@@H]13	0	.	-3	.	-5	.	.	.	0	5
COc1cc(/C=C/C(=O)OCC(=O)NCc2ccco2)ccc1O	-3	-6	-4	-0.7	7	3	1	-1.1	-68	-4
CCOc1ccc2nc(SCC(=O)N(CC(C)C)c3c(N)n(Cc4ccccc4)c(=O)[nH]c3=O)[nH]c2c1	-1	-1	0	-0.3	1	-2	-6	0.4	-11	0
O=C(Nc1ccc(F)cc1F)c1ccc(-n2cncn2)nc1	0	-3	8	-0.5	1	-3	2	-1.8	-9	7
CCCCCCN1CCS(=O)(=O)N(Cc2ccc(F)cc2)C(C(=O)OC)C1 (stereo not given)	3	.	-1	-0.6	11	3	.	.	-12	-7
COc1ccc(C(=O)N/N=C/c2cc3ccccc3[nH]c2=S)cc1	-3	15	-4	-0.8	44*	13	11	-0.1	-25	-2
COc1ccc(-n2c(SCC(=O)Nc3ccc(Oc4ccccc4)cc3)nnc2-c2ccco2)cc1	-5	.	-2	-0.1	0	10	.	.	5	3
NC(=O)CSc1nnc(NC(=O)c2cccc(S(=O)(=O)N3CCCCC3)c2)s1	-1	-7	-3	0.4	-1	14	-1	-1.7	1	2
CCCn1c(NC(=O)c2ccccc2)nc(Cc2ccccc2)c1-c1ccc(OC)cc1	1	.	-13	-1.4	10	5	.	.	1	-3
CC(=O)Nc1ccc(S(=O)(=O)Nc2ccccc2N2CCOCC2)cc1	0	3	2	-0.2	-8	-1	2	1.0	-5	-5
Cc1cc(C)c(S(=O)(=O)NNC(=O)C2CCN(Cc3ccccc3)CC2)c(C)c1	-2	4	-4	-0.2	-16	-7	9	-2.6	3	-3
O=C(O)c1cc(S(=O)(=O)NC2CCCc3ccccc32)ccc1O (stereo not given)	-4	4	-3	-1.2	-20	12	-10	0.9	-10	1
CCOC(=O)c1ccc(N2Cc3ccccc3C2)cc1O	-1	3	-5	-0.6	5	12	13	6.3	-9	-2
CCOC(=O)CC1C(=O)NCCN1C(=O)NC1CCCCC1 (stereo not given)	-1	3	-3	0.1	-3	-1	-8	-0.3	-10	1
CCC(=O)c1ccc(OCC(=O)N2CCN(C(=O)c3ccccc3)CC2)cc1	0	-5	-1	0.0	2	4	-1	-1.3	3	-3
COc1ccc(-c2nc3n(c2C)Cc2ccccc2-3)cc1	-5	-2	0	-0.9	4	-4	0	3.4	i	-4
Cc1cc(OCC[N+]2(C)CCCCC2)nc2ccccc12	-3	2	-3	-0.1	0	1	7	3.2	-1	3
CN(C)/C=C(\C#N)S(=O)(=O)c1ccccc1	-1	-10	1	0.1	-7	0	-1	-1.0	0	1
O=C(Nc1ccccc1Cl)N(Cc1nc2ccccc2c(=O)[nH]1)Cc1cccs1	3	0	3	0.3	8	-2	-9	1.5	3	1
CC(=O)c1cccc(-c2ccnc3c2CC(C(=O)NCCc2ccccc2)O3)c1 (stereo not given)	-4	-1	-12	0.3	-1	-1	1	-2.2	-2	7
COc1cccc(N2CCN(CC(=O)NC(=O)NC3CCCCC3)CC2)c1	1	2	-1	-0.5	0	-10	0	1.6	-10	-3
Cc1nc(CSc2ccc(Br)cc2)cs1	-8	-14	-3	-0.3	-1	-3	-13	1.5	3	4
CSc1ccccc1NC(=O)CNCCCN1CCOCC1	-1	0	2	-0.7	-3	-2	-1	0.6	0	-1
COC(=O)c1c(-c2c(Cl)cccc2Cl)noc1NC(=O)N(C)C	7	-9	0	0.1	5	2	9	0.8	3	5
CCc1ccc(NC(=O)/C(C#N)=C\c2ccc(OC)c(C(=O)O)c2)cc1	-1	6	-1	-0.1	-18	9	7	1.2	-5	3

Limited to GC-B act and ARFGAP1 inh, for 3 of the compounds above:
Structure	GC-B act	ARFGAP1 inh
COc1cc(/C=C/C(=O)OCC(=O)NCc2ccco2)ccc1O	-4	1
COCCSc1nnc(NC(=O)C2CC(=O)N(c3ccccc3)C2)s1 (stereo not given)	-2	-5
Cn1c(-c2ccc(Cl)cc2)ccc(C#N)c1=O	-7	-8

Going on with the list.
SMILES	GC-A act	ASAP1 GAP inh	GC-B act	KLK7 zymogen act	sPLA2-III inh	rCAG RNA binder	ARFGAP1 inh	FXN GAA850 act	ADAM10 inh	DDE Tn6 FP inh
CCN(CC)S(=O)(=O)c1cccc(NC(=O)COC(=O)/C=C/c2ccco2)c1	3	-4	7	0.6	-1	3	-4	-0.7	7	-5
CCOC(=O)c1ccccc1NC(=O)COC(=O)C1CC(=O)N(CCc2ccccc2)C1 (stereo not given)	-1	-8	-2	0.3	1	-8	5	-0.9	-4	2
COC(=O)c1ccc(Oc2nc(NC(C)C)nc(N(C)C)n2)cc1	-3	-6	4	0.2	6	2	6	-1.5	3	-1
Cn1c(=O)c2ccccc2n(CC(=O)Nc2ccc3c(c2)OCCO3)c1=O	2	1	0	0.7	-2	-1	-9	0.3	-14	4
Cc1nnc(SCC(=O)NC2(C#N)CCCCC2)n1N	3	-3	3	1.3	3	4	-9	0.1	2	-4
CCOC(=O)N1CCc2c(sc(NC(=O)CN3CCN(C)CC3)c2C(=O)Nc2ccccc2)C1	24	-9	-4	-0.1	-16	-4	6	1.3	-93	5
O=C(NNC(=O)C1CCN(S(=O)(=O)c2cccc(Cl)c2)CC1)C1CC1	3	5	3	0.1	-3	4	7	0.4	0	2
Cc1c(C(=O)N(Cc2nnc(-c3ccccc3Cl)o2)C2CC2)oc2ccccc12	-2	6	-1	-0.1	-18	-6	3	0.3	3	-5
CCC1=NN(C(=O)c2ccc(Cl)cc2)C(O)(c2ccccc2)C1 (stereo not given)	0	7	-1	-0.3	0	0	6	1.6	1	10
O=C(CC1Sc2ccccc2NC1=O)c1ccc(Br)cc1 (stereo not given)	1	2	1	0.0	-2	2	13	3.2	3	-4
COc1ccc(OC)c(/C=N/c2oc(-c3ccco3)c(-c3ccco3)c2C#N)c1	10	5	4	-2.7	1	12	17	3.6	-16	-1
C/C(=N/NS(=O)(=O)c1ccc(Br)cc1)c1cccc(NC(=O)C2CC2)c1	4	-10	3	0.0	-2	10	-4	-0.7	-9	2
COc1ccccc1C(=O)NCC[N+](C)(C)C	4	5	4	-0.1	7	1	-1	.	0	2
COc1ccc(/C=N/NS(=O)(=O)c2ccccc2)cc1OC(=O)c1ccc(C)cc1	-1	4	-3	-0.5	-58	24	16	-0.8	5	-1
COc1ccccc1NC(=O)CN1CCN(c2ccccc2)CC1	0	-3	-1	0.2	-1	-9	5	4.1	-3	0
N#Cc1ccc(C2=CC(=O)C[C@H](c3ccc(F)cc3)C2)cc1	-4	10	-7	0.0	-12	-5	-3	0.2	7	-4
O=C(Nc1cccc(S(=O)(=O)NC2=NCCCCC2)c1)c1cc(-c2ccncc2)nc2ccccc12	3	2	-4	0.7	-13	7	6	0.9	6	-6
COc1ccc(/C=N/Nc2ncc(C(F)(F)F)cc2Cl)cc1OC	0	-3	-1	-0.1	15	0	6	0.3	-15	-6
O=c1c2cc(NC(=S)NCCCN3CCC(Cc4ccccc4)CC3)ccc2nc2n1CCCCC2	-8	2	-3	0.8	-9	7	2	-3.7	-10	-4
COc1ccc(OCC(=O)Nc2cc(NC(=O)COc3ccc(OC)cc3)cc(C(=O)O)c2)cc1	1	6	2	-0.1	-5	38*	13	-1.0	6	-4
CCOc1cccc(-c2nnc(SCC(=O)Nc3cccc(OC)c3)n2N)c1	1	-14	-3	1.0	-6	1	13	-2.1	2	-10
COc1ccc(Br)cc1C(=O)Nc1ccc(N2CCN(S(C)(=O)=O)CC2)cc1	4	-7	4	0.2	-13	6	-2	0.3	-5	7

Screens as filed in PubChem.
